Screens as filed in PubChem.
GLS inhibitor = inhibitors of human glutaminase (GLS); O94925; GLS enzymatic activity, qHTS titration; Potency, µM (highest dose often 45.5 µM), without a hit: at the top dose activity change, negative = inhibition, actives largely listed as inhibitors; 0.21% of 410,000 active; note: % is set by controls: 0 for no effect and ±100 for the full control effect
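hKGA in 45 mM KH2PO4 (pH 8.2), 0.02% Tween-20 with compound, then 1mM L-Glutamine (stock as added) plus glutamate oxidase/HRP/Amplex red coupling mix. Fluorescence read initially and after 30 min at RT; signal change reflects glutamate formation.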
Pin1 inhibitor = blocks the human prolyl isomerase Pin1; Pin1 FP peptide displacement, HiFluor488, 10 min; Potency, µM (series often up to 115 µM), inactives show at the highest dose activity, negative = inhibition, hits mostly inhibitors; 0.009% of 390,000 active; AID 504891; active = well fitted inhibition curve with a large enough effect in the polarisation, with a control signal flat, not every such curve was filed as active; inconclusive = small, poorly fitted or top-dose-only effect, or effect the other way, or a change in a side signal; inactive = no such curve, though single readings can be large or run the other way; the % refers to the polarisation; note: % is set by controls: 0 for no effect and ±100 for the full control effect
Target sequence (Q13526 whole entry, looked up): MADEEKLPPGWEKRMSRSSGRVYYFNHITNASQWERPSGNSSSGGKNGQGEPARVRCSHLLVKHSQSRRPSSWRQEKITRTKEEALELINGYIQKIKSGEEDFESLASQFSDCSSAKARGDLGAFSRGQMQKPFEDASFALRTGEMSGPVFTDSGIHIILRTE
12-LOX inh = ALOX12 (human) lipoxygenase inhibition. P18054. purified 12hLO, xylenol orange hydroperoxide absorbance. Potency, µM (series often up to 108 µM), inactives show top-dose activity change, negative = inhibition, actives largely listed as inhibitors. 1.1% of 580,000 active. AID 1671190; note: % is set by controls: 0 for no effect and ±100 for the full control effect
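Purified human 12hLO (150 nM final) in 25 mM Hepes, 0.01% Triton X-100, pH 7.0 was preincubated 15 min at room temperature with compound. Then 40 uM arachidonic acid was added, 30 min. Hydroperoxide was read by Fe-XO absorbance ratio 573/405 nm.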
ERG-DNA inh = blocks human ERG Ets domain binding to DNA. Potency, µM (highest dose often 76.9 µM), inactives show at the highest dose FP activity, negative = inhibition, usual class: inhibitors. fluorescence polarization, His-ERG Ets domain / labelled DNA. 0.028% of 370,000 active. AID 624246; active = well fitted inhibition curve with a large enough effect in the polarisation, with a control signal flat; inconclusive = small, poorly fitted or top-dose-only effect, or effect the other way, or a change in a side signal; inactive = no such curve, though single readings can be large or run the other way; the % refers to the polarisation;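 note: polarization taken with two DNA probes labelled with fluorescein and Texas red; % of control where 0% means no effect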
Target sequence (P11308 whole entry, looked up, the tested form may be a part): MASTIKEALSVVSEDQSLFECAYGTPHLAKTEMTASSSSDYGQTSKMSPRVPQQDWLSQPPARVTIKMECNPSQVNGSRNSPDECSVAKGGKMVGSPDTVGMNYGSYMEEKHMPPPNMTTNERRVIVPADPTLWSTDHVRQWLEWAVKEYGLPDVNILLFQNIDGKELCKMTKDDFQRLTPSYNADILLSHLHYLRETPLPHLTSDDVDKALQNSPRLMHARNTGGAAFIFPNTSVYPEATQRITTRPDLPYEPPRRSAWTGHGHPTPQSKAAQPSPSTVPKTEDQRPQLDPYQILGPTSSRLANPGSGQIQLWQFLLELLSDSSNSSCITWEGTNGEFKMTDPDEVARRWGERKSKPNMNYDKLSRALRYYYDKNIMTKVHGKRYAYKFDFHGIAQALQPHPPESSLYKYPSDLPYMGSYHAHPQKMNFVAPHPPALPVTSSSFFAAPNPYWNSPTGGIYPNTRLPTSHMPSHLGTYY
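His-tagged ERG Ets domain (1 uM in the protein solution; 300mM KCl, 50mM Tris-HCl, 1mM EDTA, 1mM DTT, pH 7.5) received compound, then a probe mix of 5 nM fluorescein-DNA and 100nM Texas-615-DNA. Fluorescence polarization was read for both dyes.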
PGK inhibitor = inhibitors of T. brucei phosphoglycerate kinase | P07378 | Potency, µM (series often up to 57.5 µM), inactives show top-dose activity change, negative = inhibition, most hits filed as inhibitors | 0.043% of 380,000 active | PGK/GAPDH coupled, Kinase-Glo luminescence, 60 min; note: % is set by controls: 0 for no effect and ±100 for the full control effect; nearly all actives have a fitted effect of over 60% in size
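Luminescent ATP detection (Kinase-Glo Plus) follows a 60-minute room-temperature incubation, with wells lacking PGK as controls. Buffer: 100 mM TEA (pH 7.6), 5 mM MgCl2, 0.01% Tween-20. Coupling enzyme GAPDH (100 nM final) supplies unstable 1,3-BPG in-well.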
HP1b chromo inh = blocks HP1-beta chromodomain binding to methylated histone tails | P83916 | AlphaScreen HP1-beta / biotin-H3K9me3 peptide binding | Potency, µM (highest dose often 114 µM), for inactives: top-dose activity change, negative = inhibition, actives largely listed as inhibitors | 0.56% of 390,000 active | AID 540317; note: nearly all actives have a fitted effect of over 70% in size; inactives centre near 23
Target sequence (P83916 whole entry, looked up): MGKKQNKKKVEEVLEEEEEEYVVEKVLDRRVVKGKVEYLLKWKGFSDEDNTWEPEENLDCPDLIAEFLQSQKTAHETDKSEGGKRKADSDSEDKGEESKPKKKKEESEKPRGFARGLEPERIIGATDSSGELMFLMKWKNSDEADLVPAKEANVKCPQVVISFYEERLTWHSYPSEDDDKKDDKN
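HP1-beta protein (50 nM final) preincubated 30 min at room temperature with biotinylated H3(1-18)K9me3 peptide (50 nM) in PBS pH 7.4, 0.01% Tween-20, then compound added for 30 min. AlphaScreen streptavidin donor/nickel chelate acceptor beads (10 ug/mL final), 30 min dark, luminescence read.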
rTrxR1 inhibitor = rat TrxR1 inhibition; Potency, µM (series often up to 114 µM), for the others: at the top dose activity change, negative = inhibition, most hits filed as inhibitors; recombinant rTrxR1, NADPH fluorescence consumption, selenite substrate; 1% of 390,000 active; note: % is set by controls: 0 for no effect and ±100 for the full control effect; nearly all actives have a fitted effect of over 65% in size
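Rat TrxR1 (90 nM in the dispensed reagent) was pre-reduced with 400 uM NADPH for 5 min at room temperature, then incubated with compound for 15 min. After 400 uM selenite was added, NADPH fluorescence (Ex 340/Em 450 nm) was followed for 8 min.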
RGS4 inhibitor = blocks human RGS4-accelerated GTP hydrolysis | P49798 | Transcreener GDP fluorescence polarization, RGS4-accelerated GTP hydrolysis | Potency, µM (top dose mostly 114 µM), for the others: at the highest dose activity change, negative = inhibition, hits mostly inhibitors | 0.039% of 390,000 active; note: % is set by controls: 0 for no effect and ±100 for the full control effect; nearly all actives have a fitted effect of over 75% in size; some results filed as inactive show a strong effect at the top dose
Target sequence (P49798 whole entry, looked up): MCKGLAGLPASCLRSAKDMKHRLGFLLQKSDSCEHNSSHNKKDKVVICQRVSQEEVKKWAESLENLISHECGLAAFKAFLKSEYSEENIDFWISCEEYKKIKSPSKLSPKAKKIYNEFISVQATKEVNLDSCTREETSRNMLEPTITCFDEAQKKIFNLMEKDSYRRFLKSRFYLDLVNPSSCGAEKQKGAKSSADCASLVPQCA
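MLSMR compounds (23 nl, pin-transferred) preincubated 10 min at room temperature with a 500nM (2x) first reagent, then RGS4 at 900nM (2x) plus Transcreener GDP mix added; fluorescence polarization (620/688 nm) read before and after 90 min at 30 °C.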
JMJD2A Tudor inh = inhibitors of human JMJD2A Tudor domain; AlphaScreen JMJD2A-Tudor / H3K4me3 peptide binding; Potency, µM (highest dose often 114 µM), inactives show top-dose activity change, negative = inhibition, usual class: inhibitors; 4.4% of 390,000 active; O75164; note: % is set by controls: 0 for no effect and ±100 for the full control effect; nearly all actives have a fitted effect of over 50% in size
The depositor's hits bear a star; i = inactive; ? = inconclusive; · = no result given; & = joins results of further samples; [ ] = remark or other dose. Unless noted, calls come from the whole dose curve; as a rule, active = well fitted curve in the direction sought with a large enough effect; inconclusive = small, poorly fitted or top-dose-only effect, or another doubt; inactive = no such curve, though single readings can be large; an effect the other way counts as inactive or inconclusive. Potency is the fitted concentration of half-maximal effect. The list is partial; the hit share may differ from the screen's.

SMILES	GLS inhibitor	Pin1 inhibitor	12-LOX inh	ERG-DNA inh	PGK inhibitor	HP1b chromo inh	rTrxR1 inhibitor	RGS4 inhibitor	JMJD2A Tudor inh
CC(C)CC(NC(=O)C1CCCN1C(=O)OC(C)(C)C)C(=O)NCC(N)=O (stereo unspecified)	8%	-7%	3%	7%	i	42%[activator]	-6%	31%	-10%
Cn1c(Cc2ccccc2)nnc1SCC(=O)N1CCOCC1	2%	8%	-2%	-3%	4%	32%	-2%	14%	-5%
O=C(N/N=C/c1ccc2ncccc2c1)c1cccc([N+](=O)[O-])c1	3%	3%	1%	-1%	i	205%[activator]	-1%[57.1 µM]	-35%	?
CN(C)S(=O)(=O)c1ccc(NC=C(C#N)C#N)cc1	-8%	4%	9%	5%	-4%	42%[activator]	?	11%[11.4 µM]	-3%[11.4 µM]
COc1ccc(NC(=O)COC(=O)c2ccc(S(=O)(=O)N3CCCCCC3)cc2)c(OC)c1	-1%	2%	-10%	4%	4%	34%	8%	-38%	4%
Cc1ccc(S(=O)(=O)N2CCCCC2)cc1NC(=O)c1cccs1	2%	1%	7%	26%	1%	22%	18%	9%	-6%
CNCC(O)COc1cccc(OC)c1 (stereo unspecified)	-18%	-11%	2%	-15%	i	34%	-69%	-21%	-17%
Cc1ccc(-c2nc(C=Nc3ccc(O)cc3)c(O)o2)cc1	2%	?	-9%	22%	-4%	28%	5%	17%[56.9 µM]	-8%
O=C(COc1ccccc1[N+](=O)[O-])N(Cc1cccc(Br)c1)C1CCS(=O)(=O)C1 (stereo unspecified)	7%	0%	3%	-17%	1%	8%	-8%	21%	-15%
O=C1C2CCCN2C(c2ccccc2)N1c1cccc(Cl)c1 (stereo unspecified)	1%	-2%	212%[activator]	6%	-2%	66%[activator]	9%[57.1 µM]	-20%	-18%
O=C(NCCN1CCOCC1)c1ccccc1N1C(=O)[C@@H]2Cc3c([nH]c4ccccc34)C(c3ccccc3)N2C1=O (stereo partly specified)	-3%	-11%	-8%	-4%	-2%	10%	4%	-4%	-24%
N#CC(C#N)=C1C(=O)N(CCN2CCOCC2)c2ccccc21	0%	7%	0%	0%	2%	23%	-60%	-51%	-4%

Profiles, looked up by structure:
`Cn1c(Cc2ccccc2)nnc1SCC(=O)N1CCOCC1` as listed: GLS inhibitor: 2%; Pin1 inhibitor: 8%; 12-LOX inh: -2%; ERG-DNA inh: -3%; PGK inhibitor: 4%; HP1b chromo inh: 32%; rTrxR1 inhibitor: -2%; RGS4 inhibitor: 14%; JMJD2A Tudor inh: -5%
`CNCC(O)COc1cccc(OC)c1` (stereo unspecified) as listed: GLS inhibitor: -18%; Pin1 inhibitor: -11%; 12-LOX inh: 2%; ERG-DNA inh: -15%; PGK inhibitor: i; HP1b chromo inh: 34%; rTrxR1 inhibitor: -69%; RGS4 inhibitor: -21%; JMJD2A Tudor inh: -17%

Later entries
SMILES	GLS inhibitor	Pin1 inhibitor	12-LOX inh	ERG-DNA inh	PGK inhibitor	HP1b chromo inh	rTrxR1 inhibitor	RGS4 inhibitor	JMJD2A Tudor inh
O=C(O)c1cc(S(=O)(=O)Nc2ccc3cn[nH]c3c2)ccc1Br	2%	-10%	-2%	13%	-8%	10%	17%	5%	-26%
Cc1ccc2c(c1)-c1c(cnc3cc(-c4ccc(Cl)cc4)nn13)CO2	4%	5%	-20%	11%	-9%	36%	37%[11.4 µM]	10%	10%
CC(=O)c1ccc(N2CCN(C(=S)NCc3ccco3)CC2)cc1	3%	0%	-6%	-9%	-3%	3%	-7%	-23%	-4%
COc1nccc(-c2ccc(F)cc2)c1C#N	1%	6%	?	-10%	-7%	15%	-21%[57.1 µM]	-10%	4%
C=CCOC(=O)/C(=C\c1ccc(OC)cc1)NC(=O)c1ccco1	-4%	-2%	144%[activator]	-23%	i	37%	-17%	-30%	-8%
CC(C)(C)SCCNC(=O)CN(c1ccccc1)S(=O)(=O)c1ccccc1	0%	-6%	-2%	-6%	-1%	16%	4%	4%	6%
CCNc1cc(O)ccc1C	39%[activator]	?	·	?	-3%	1%	41%[activator]	-10%	?
Cc1ccc(OCC(=O)Nc2ccc(N3CCN(C(=O)c4ccc(C)cc4)CC3)cc2)cc1	6%	-2%	-14%	10%	-4%	39%	18%	5%	-20%
COc1ccc(N2CCN(S(=O)(=O)CCNC(=O)Cc3ccc([N+](=O)[O-])cc3)CC2)cc1	5%	-2%	16%	-2%	-2%	30%	15%	-1%	-7%
CCOc1ccc(-c2c(C(=O)N/N=C(\C)c3cccs3)nnn2-c2nonc2N)cc1	-3%	1%	1%	-9%	-3%	29%	6%	0%	5%
COc1ccc(C(=O)N[C@H](C(=O)OCc2nc3ccsc3c(=O)[nH]2)C(C)C)cc1	3%	9%	-16%	-5%	-4%	18%	-14%	17%	-6%
COC(=O)c1ccc(C(=S)N2CCCCC2)cc1	8%	4%	58%	18%	7%	26%	1%	2%	-5%
Cc1cccc(N(C(=O)Cn2nnc3ccccc32)C(C(=O)NCc2ccco2)c2ccncc2)c1C (stereo unspecified)	-1%	-9%	6%	-13%	-5%	15%	13%[57.1 µM]	11%	-3%
CC(=O)NC1=NN(C(C)=O)C2(S1)C(=O)N(C(C)C)c1ccc(C)cc12 (stereo unspecified)	4%	-8%	22%	-5%	-7%	3%	21%[57.1 µM]	5%	1%
COc1ccc(CC(NC(C)=O)C(=O)NC2CCN(c3c4c(nc5ncnn35)CCC4)CC2)cc1 (stereo unspecified)	-10%	0%	29%	10%	8%	25%	4%	28%	-6%
CCOC(=O)C1(Cc2ccccc2C#N)CCCCC1=O (stereo unspecified)	2%	3%	11%	0%	-1%	1%	14%	-8%	-4%
CC(C)=CC(=O)Nc1nnc(C)s1	10%	-11%	6%	-9%	-11%	34%	-5%	20%	-8%
OCC[C@@H]1C[C@@H](O)[C@H](O)[C@@]2(OCc3ccccc32)O1	5%	-4%	17%	-14%	3%	14%	6%	-15%	-22%
CCN(CC)S(=O)(=O)c1cccc(NC(=O)CN2C(=O)c3ccc([N+](=O)[O-])cc3C2=O)c1	4%	2%	-4%	0%	1%	8%	-17%	-33%	-23%
COc1ccc(-c2oc3ccccc3c(=O)c2OCC(=O)O)cc1	?	-5%	?	11%	0%	-14%	9%[11.4 µM]	?	?
N#Cc1ccc(-c2ccc(F)cc2)nc1Oc1ccccc1	-1%	-8%	-7%	-3%	20%	33%	22%[57.1 µM]	-10%	13%
CCC(C(=O)c1ccc(O)cc1)c1ccccc1 (stereo unspecified)	-20%	4%	0%	-10%	-6%	22%	-7%	17%	-3%
CC(C)CCNc1nc2c(c(=O)[nH]c(=O)n2C)n1CC(O)COC(C)C (stereo unspecified)	2%	-1%	-12%&-7%	3%	i	18%	14%[57.1 µM]	29%	3%
Cc1c(C(=O)Nc2cccc(C(F)(F)F)c2)sc2nc[nH]c(=O)c12	6%	-6%	-3%	-3%	6%	13%[57 µM]	18%[57.1 µM]	23%	1%
CCOC(=O)Cc1ccc(NC(=O)N(Cc2ccc(OC)cc2)C2CCN(C(C)=O)CC2)cc1	-5%	0%	1%	0%	-6%	3%	14%	-1%	-16%
O=C(Cn1nc(-c2ccco2)ccc1=O)Nc1ccc(Cl)c(Cl)c1	8%	-3%	?	-2%	i	?	?	-51%	-8%
CC(CCc1ccccc1)NC(=O)CCNS(=O)(=O)c1ccccc1 (stereo unspecified)	0%	-4%	2%	-9%	-5%	26%	1%[57.1 µM]	-14%	-6%
Cc1ccc(/C=C2/NC(=O)N(Cc3ccccc3F)C2=O)o1	-3%	7%	?	-1%	i	-7%	?	?	?
COc1ccc(NC(=O)N2CCCC(C(=O)Nc3ccccc3OC)C2)cc1 (stereo unspecified)	-8%	-6%	4%	-5%	10%	67%[activator]	-2%[57.1 µM]	-34%	-5%
Cc1noc(C)c1NC(=O)N(C)C[C@H]1Oc2c(NC(=O)C3CC3)cccc2C(=O)N([C@H](C)CO)C[C@@H]1C	3%	1%	4%	-7%	1%	37%[activator]	-5%[57.1 µM]	-2%	-13%
CCOC(=O)c1c(C)[nH]c(C(=O)COC(=O)c2ccc([N+](=O)[O-])o2)c1C	23%	1%	-14%	8%	-1%	22%	5%	-20%	-12%
COc1cccc(CC(=O)Nc2cc(S(=O)(=O)N3CCCCC3)ccc2C)c1	2%	-10%	16%	10%	i	25%	19%	-5%	-13%
COc1ccccc1CNC(=O)c1cc(-c2ccccc2C)nn1CC1CC(c2cccnc2)=NO1 (stereo unspecified)	20%	13%	-3%	-1%	-1%	6%	0%	18%	-35%
Cc1cc(C)c(C(=O)COC(=O)c2c(C)noc2C)cc1C	5%	-12%	0%	-8%	-6%	95%[activator]	29%	8%	55%[activator]
N#Cc1cc[n+](CC(=O)c2ccc(NC(=O)c3ccccc3)cc2)cc1	-2%	-5%	0%	20%	-4%	28%	-8%	-31%	-26%
O=C1OC(/C=C/c2ccccc2)=NC/1=C\c1cccnc1	-1%	-12%	-14%	-11%	-9%	3%[57 µM]	-11%	15%	1%
COCCCn1cnc2c(c1=O)c1nc3ccccc3nc1n2CCc1ccccc1	-16%	11%	-12%	-14%	0%	45%[activator]	30%	-30%	-5%
CCOc1ccc(OCC)c(NC(=O)C2CCN(S(=O)(=O)c3cn(C)cn3)CC2)c1	6%	-9%	2%	1%	i	36%	14%[57.1 µM]	-5%	-21%
O=C1CSc2ccc(C(=O)N3CCN(c4ccccn4)CC3)cc2N1	8%	-1%	-20%	9%	-1%	1%	9%	1%	-17%
